# GLP-1R inv ag: acts as inverse agonist at human GLP-1 receptor; 410,000 compounds, 1.6% hits; P43220; HEK293 GLP-1R CRE-luciferase, luminescence, 24 h; GLP-1R form is constitutively active; Potency, µM (highest dose often 38.3 µM), without a hit: top-dose activity change, negative = inhibition, most hits filed as inhibitors; also: potency is read from the fitted curve at half-maximal effect; % is scaled to controls: 0 for no effect and ±100 for the full control effect; nearly all actives have a fitted effect of over 55% in size
#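 Cells are plated, allowed 12 hours at 37 deg C, then treated with compounds for 24 hr before luciferase detection reagent is added and luminescence is read after 12 min at room temperature. The HEK293 line carries constitutively active GLP-1R with a cAMP-responsive reporter.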
# PTHR1 ag: agonists of human PTHR1 parathyroid hormone receptor. HEK293 GP2 PTHR1 cells, GloSensor cAMP luminescence, 1 h. Q03431. Potency, µM (series often up to 115 µM), for the others: at the highest dose activation, actives largely listed as activators. 410,000 compounds, 0.075% hits; also: potency is read from the fitted curve at half-maximal effect; nearly all actives have a fitted effect of over 55% in size; some results filed as inactive show a strong effect at the top dose; inactives centre near -15; many of its hits are not listed in these tables
#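 HEK-293-derived GP2 cells expressing PTHR1 and a GloSensor cAMP reporter, 3,000/well, plated overnight, given luciferin plus IBMX (each 0.5 mM as added) for 1 h at 37 °C, then compound for 1 h at 37 °C. Luminescence was read after 15 min at room temperature.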
# IL-2 act: activators of IL-2. IL-2 activation reporter assay, cell-based qHTS; stimulated with anti-CD3/CD4/CD28 beads; in transgenic mouse T cells. AID 652025. 360,000 compounds, 0.065% hits. activation, % (series mostly up to about 46 µM); in the data active = activation above about 50%; inconclusive = mostly about 30% to 49%; also: 0% is about no effect
#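 Using fluorescent plate cytometry, EGFP and DsRed are detected in transgenic mouse T cells stimulated 18 h at 37 degrees C with antibody-coated beads after 60 min compound pretreatment.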
# GLP1R ag: activates the human GLP-1 receptor; 380,000 compounds, 0.007% hits; AID 624172; HEK293 GLP-1R CRE-luciferase, luminescence, 4-6 h; cells express a hypersensitive GLP-1R form; Potency, µM (series often up to 45.6 µM), inactives show top-dose activation, usual class: activators; P43220; also: potency is read from the fitted curve at half-maximal effect; % of control where 0% means no effect
# EPAC1 antag: EPAC1 (human) antagonism | EPAC1 GEF assay, Rap1b-BODIPY-GDP exchange fluorescence | Potency, µM (top dose mostly 115 µM), without a hit: top-dose activity change, negative = inhibition, usual class: inhibitors | 360,000 compounds, 0.14% hits;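 also: potency is read from the fitted curve at half-maximal effect; plate controls were vehicle for no effect and positive control for full effect; nearly all actives have a fitted effect of over 50% in size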
# PI5P4K alpha inh: blocks human PI5P4K alpha kinase activity; P48426; PI5P4Kalpha enzyme, ADP-Glo luminescence, 60 min; hits give low values; max response, %; 330,000 compounds, 1.2% hits; active = max response of -50% or lower; inconclusive = between -30% and -50%; inactive = -30% or higher; also: value at the top dose of about 77 µM; % is scaled to controls: 0 for no effect and ±100 for the full control effect
# Target sequence (P48426 whole entry, looked up): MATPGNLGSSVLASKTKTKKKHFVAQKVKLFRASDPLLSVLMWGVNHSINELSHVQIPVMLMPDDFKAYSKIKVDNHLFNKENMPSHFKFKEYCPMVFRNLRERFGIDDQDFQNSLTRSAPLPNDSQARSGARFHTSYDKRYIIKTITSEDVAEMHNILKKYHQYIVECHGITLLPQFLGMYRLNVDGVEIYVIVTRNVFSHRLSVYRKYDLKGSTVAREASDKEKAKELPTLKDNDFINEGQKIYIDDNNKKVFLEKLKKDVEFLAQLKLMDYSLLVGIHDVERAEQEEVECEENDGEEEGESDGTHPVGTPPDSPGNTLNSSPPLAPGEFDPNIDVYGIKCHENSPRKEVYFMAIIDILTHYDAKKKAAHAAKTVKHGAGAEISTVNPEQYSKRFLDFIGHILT
#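 ADP-Glo luminescence end-point read after a 60 min room-temperature kinase reaction of PI5P4Kalpha plus substrate, initiated with ATP at 5 microM final. Buffer: 0.038 M HEPES pH 7.4, EGTA, 0.1% CHAPS, 5% DMSO.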
# PLK1 PBD block: inhibitors of human PLK1 polo-box domain binding | AID 720504 | Plk1 PBD binding of FITC phosphopeptide, fluorescence polarization | 360,000 compounds, 2.8% hits | Potency, µM, without a hit: max response, negative = inhibition, hits mostly inhibitors | P53350; also: potency is read from the fitted curve at half-maximal effect; series mostly up to about 57 µM; % is scaled to controls: 0 for no effect and ±100 for the full control effect; nearly all actives have a fitted effect of over 65% in size
# Target sequence (P53350 whole entry, looked up, the tested form may be a part): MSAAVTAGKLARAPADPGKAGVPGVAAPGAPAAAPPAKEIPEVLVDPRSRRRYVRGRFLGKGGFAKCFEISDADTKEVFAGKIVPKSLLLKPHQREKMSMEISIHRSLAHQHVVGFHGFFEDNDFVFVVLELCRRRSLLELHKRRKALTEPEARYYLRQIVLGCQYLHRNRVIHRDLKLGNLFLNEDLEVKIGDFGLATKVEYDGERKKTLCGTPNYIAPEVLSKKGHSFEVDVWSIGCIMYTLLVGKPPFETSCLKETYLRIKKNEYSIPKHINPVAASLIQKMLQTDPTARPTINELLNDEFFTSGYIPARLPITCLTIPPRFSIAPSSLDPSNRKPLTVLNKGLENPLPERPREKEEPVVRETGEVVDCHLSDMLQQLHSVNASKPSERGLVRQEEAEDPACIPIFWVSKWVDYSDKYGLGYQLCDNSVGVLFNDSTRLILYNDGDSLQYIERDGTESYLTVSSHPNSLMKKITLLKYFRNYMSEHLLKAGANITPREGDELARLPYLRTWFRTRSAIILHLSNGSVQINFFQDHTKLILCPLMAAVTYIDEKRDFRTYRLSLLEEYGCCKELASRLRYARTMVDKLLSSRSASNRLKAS
# EPAC1 ag: agonists of human EPAC1; EPAC1 agonist qHTS, biochemical assay; response scale: 100% = response to 6.5 mM cAMP; O95398; 360,000 compounds, 0.073% hits; AID 720707; Potency, µM (series often up to 154 µM), inactives show top-dose activation, most hits filed as activators; also: potency is read from the fitted curve at half-maximal effect; nearly all actives have a fitted effect of over 60% in size
#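 Read-out is the fluorescence drop as BODIPY-GDP leaves Rap1B (480 nm excitation, 540 nm emission), recorded every 5 minutes over 30 minutes. Reactions held 100 nM EPAC1, 250 nM Rap1B–BODIPY-GDP and 50 uM GDP, with 6.5 mM cAMP setting full activation.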
# HEK293 tox: cytotoxic in the GLP-1 receptor inverse agonist counter-screen; 410,000 compounds, 0.13% hits; Potency, µM (series often up to 38.3 µM), without a hit: at the highest dose activity change, negative = inhibition, actives largely listed as inhibitors; HEK293 cAMP-luciferase reporter cells, luminescence, 24 h;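 also: loss of luciferase light is scored as toxicity; potency is read from the fitted curve at half-maximal effect; % is scaled to controls: 0 for no effect and ±100 for the full control effect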
#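 Cells in DMEM/10% Nu serum/1% pen-strep, 1536-well format. Pre-incubated 12 h, dosed with 23 nL compound, incubated a further 24 h. Luciferase detection, 12 min at room temp, luminescence.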
# Numbers without * were called inactive; i = inactive; ? = inconclusive; / = no result given; [ ] = another dose, or the depositor's remark. Unless noted, calls follow the shape of the dose curve; as a rule, active = well fitted curve in the direction sought with a large enough effect; inconclusive = small, poorly fitted or top-dose-only effect, or another doubt; inactive = no such curve, though single readings can be large; an effect the other way counts as inactive or inconclusive.
# Results follow in this order: GLP-1R inv ag	PTHR1 ag	IL-2 act	GLP1R ag	EPAC1 antag	PI5P4K alpha inh	PLK1 PBD block	EPAC1 ag	HEK293 tox
- CC(=O)N1c2ccc(S(=O)(=O)NCCC(=O)Nc3ccc(C)c(Cl)c3)cc2CC1C (stereo not given)
 : 7%	i	-3.9	-5%	14%	-4	1%	0%	-7%
- O=C1CCC(C(=O)NCCCn2ccnc2)N1 (stereo not given)
 : -18%	i	-1.4	-3%	-2%	/	-1%	2%	-16%
- COCCOC1CCN(C(=O)C2CCC(=O)N(CCc3ccccc3)C2)CC1 (stereo not given)
 : 8%	i	3.1	0%	6%	2	5%	0%	10%
- COc1ccccc1C(=O)Nc1ccc(Br)cc1C
 : ?	-74%[inhibitor]	-0.7	12%	-4%	4	-19%	-13%	0%
- COc1cc(C(=O)NCc2nnc(SCC(=O)Nc3cccc(C(F)(F)F)c3)o2)cc(OC)c1OC
 : 4%	i	-3.3	-5%	-13%	1	-14%	-5%	9%
- CC(OC(=O)Cn1[nH]c(=O)c2ccccc2c1=O)C(=O)Nc1ccc(F)cc1Cl (stereo not given)
 : 2%	-23%	0.0	4%	13%	-1	0%	-13%	1%
- O=C(CN1CCCCC1)N1c2ccccc2Oc2ccccc21
 : ?	i	-0.5	8%	16%	2	-2%	0%	-7%
- CCc1ccc(C(C)NC(=O)COC(=O)c2ccc(-n3cnnn3)cc2)cc1 (stereo not given)
 : 8%	-1%	-0.3	-2%	-6%	0	-11%	11%	5%
- CC(C)CC(NC(=O)C(COCc1ccccc1)NC(=O)OC(C)(C)C)C(=O)NN (stereo not given)
 : ?	-22%	0.1	-5%	-2%	3	27µM*	-16%	2%
- O=C(OCc1ccccc1C(F)(F)F)c1cc([N+](=O)[O-])ccc1N1CCOCC1
 : ?	-31%[inhibitor]	-3.5	?	?	20	-26%	-12%	-9%
- Cc1noc(C)c1CSc1nnc(-c2cccnc2)n1C1CCCCC1C (stereo not given)
 : 7%	-9%[57.5 µM]	1.0	-4%	8%	/	-5%	13%	2%
- COc1cccc(/C=N/n2cnc3cc(C)c(C)cc32)c1OC
 : 15%	i	-1.4	?	9%	0	2%	-4%	0%
- COC(=O)Cn1c(C)nc(=O)c(-c2ccccc2)c1C
 : 1%	i	-0.8	-9%	-6%	6	-7%	-3%	15%
- COc1ccc(C(=O)OCC(=O)Nc2c(C)cccc2C)c(OC)c1OC
 : 37%	?	0.7	17%	0%	6	-7%	0%	8%
- Cn1c(C(=O)NCc2ccccc2)cc2oc3ccccc3c21
 : 7%	-36%	-3.4	10%	-8%	7	1%	9%	-1%
- Cc1ccccc1NC(=O)Cn1nnc2ccccc21
 : 4%[7.66 µM]	-2%	-0.3	4%	-25%	-3	-5%	16%	0%[7.66 µM]
- CCOP(=O)(OCC)C(NC(=O)Nc1c(C)cc(C)cc1C)c1ccccc1 (stereo not given)
 : -4%	-1%	-0.5	14%	11%	-7	-6%	2%	-5%
- O=C(O)CCCC(=O)Nc1ccc(N2CCCC2)cc1
 : 1%	i	-1.9	-5%	8%	-1	-18%	3%	-23%
- COc1ccc(CCNC(=O)COc2nsnc2N2CCOCC2)cc1OC
 : 0%	i	-3.0	-7%	0%	0	0%	2%	-10%
- CCn1c(SCC(=O)NC2CC2)nnc1C(C)Oc1ccccc1 (stereo not given)
 : 14%	i	2.4	-1%	-22%	2	-20%	-8%	6%
- CCOC(=O)c1c(C)oc2c1c(C(c1cccnc1)N1CCOCC1)c(O)c1ccccc12 (stereo not given)
 : 3%	-43%[inhibitor][57.5 µM]	-0.2	7%	-15%	-6	6.7µM*	2%	-12%
- CC(=O)Nc1ccc(S(=O)(=O)NC(CC(=O)NCCC2=CCCCC2)C(C)C)cc1 (stereo not given)
 : 14%	i	0.1	-2%	-9%	9	-9%	-8%	-11%
- COc1ccccc1/C=N/NC(=O)C(=O)N1CCN(c2ccccc2OC)CC1
 : 16%	-9%	-0.8	-4%	9%	-1	-7%	-15%	-8%
- CC(=O)Nc1cc(-c2ccc(N3CCN(C)CC3)cc2)cn2c(-c3ccccc3)cnc12
 : -39%	i	-0.2	6%	-4%	-21	-9%	10%	-20%
- COC(=O)c1sccc1S(=O)(=O)Nc1ccc(C)cc1
 : 0%	-21%	1.7	-2%	-7%	-8	2%	1%	4%
- Cn1c(Cc2ccccc2)nnc1SCc1ccc(C(=O)O)cc1
 : 2%	-6%	0.0	9%	12%	5	0%	-4%	6%
- CCOC(=O)Cc1nnc(NC(=O)CSc2ccc(Cl)cc2)s1
 : 0%	i	-1.6	1%	2%	/	-10%	-1%	15%
- C[C@@H](C(=O)N1CCN(C(=O)OC(C)(C)C)CC1)n1cc(CCC(=O)O)nn1
 : 6%	8%	-0.4	-3%	-10%	6	-7%	9%	12%
- Cc1cccc(C(=O)NCC2CCN(C(=O)c3cccc(C)c3)CC2)c1
 : -19%	i	-2.4	-9%	11%	-1	2%	5%	12%
- CCc1cccc(NC(=O)CSCc2nc3sc(C)c(C)c3c(=O)[nH]2)c1
 : -19%	-18%	14	4%	-5%	-2	-8%	9%	4%
- CSCCOC(=O)C1=C(C)NC(=O)NC1c1ccc2c(c1)OCO2 (stereo not given)
 : 14%	-15%	1.0	3%	9%	-1	3%	8%	?
- NC(=O)CCC(NC(=S)Nc1ccccc1)C(=O)O (stereo not given)
 : 12%	?	0.2	-5%	-3%	-2	-7%	-7%	1%
- COC(=O)CN1C(=O)[C@H]2[C@@H](C3CC3)N3C(=O)CN(Cc4ccccn4)C(=O)[C@@]3(Cc3ccccc3)[C@H]2C1=O
 : 5%	14%	1.2	3%	-3%	1	-8%	-4%	-7%
- CC(C)[C@H](NC(=O)c1ccccc1Cl)C(=O)NC1CCCCCC1
 : 2%	i	1.4	4%	-11%	9	-6%	-3%	6%
- CC(C)N1C(=O)C2C(c3ccccc3O)NC(C)(C(=O)O)C2C1=O (stereo not given)
 : 3%	-31%[inhibitor]	-3.5	-2%	1%	2	0%	-5%	-4%
- CSc1ccccc1C(=O)N1CCN(c2cccc(Cl)c2)CC1
 : ?	i	-0.2	5%	-13%	0	-23%	6%	?
- CN1CCN(S(=O)(=O)c2ccc(N(C)Cc3c(F)cccc3Cl)nc2)CC1
 : -11%	-1%	-0.5	1%	10%	-2	-5%	13%	-12%
- CCN1CCc2c(OCc3ccccc3)cccc2C1=O
 : ?	-7%	-0.8	10%	-9%	-1	-10%	5%	-2%
- O=C(CN1C(=O)NC2(CCCC2)C1=O)NCc1ccc(F)cc1
 : 1%	i	-0.7	1%	1%	-7	3%	0%	-2%
- CCOC(=O)N/N=C1\CCc2ccccc21
 : 8%	i	-1.6	1%	12%	-6	-3%	-7%	-4%
- O=C(COC(=O)c1ccc(O)cc1O)Nc1ccc(Cl)cn1
 : 0%	-69%[inhibitor]	0.6	-5%	-11%	?	-2%	-14%	0%
- O=C(N/C(=C\c1ccc(Br)cc1)C(=O)N1CCOCC1)c1ccc([N+](=O)[O-])cc1
 : 8%	-11%	-0.4	3%	-23%	-2	-1%	-14%	0%
- CCOC(=O)c1c(C)[nH]c(C(=O)CN2C(=O)NC(C)(C)C2=O)c1C
 : 0%	-7%	-1.1	0%	-6%	-3	2%	-57%[inhibitor]	3%
- C=CCNc1oc(Cc2cccc3ccccc23)nc1C#N
 : ?	-15%	-3.3	11%	4%	-7	-3%	-2%	5%
- COC(=O)c1c(NC(=O)CC2SC(N)=NC2=O)sc(C)c1C (stereo not given)
 : 9%	15%	0.4	-1%	9%	0	-6%	-2%	6%
- Cc1ccc(-n2c(SCC(=O)NCc3ccco3)nnc2-c2cccnc2)c(C)c1
 : 3%	i	-0.9	7%	0%	3	-12%	5%	12%
- COc1ccc([C@H]2CC(=O)C=C(c3cccc(NC(C)=O)c3)C2)cc1
 : 1%	i	-0.6	13%	-4%	5	-18%	0%	11%
- Cn1nc(C(=O)NCCOc2ccccc2)c2ccccc2c1=O
 : 87%[activator]	-4%	0.6	14%	-10%	0	0%	10%	14%
- Cc1cnc(=O)[nH]c1SCC(=O)Nc1nccs1
 : 35%[activator]	-7%	0.3	-2%	-8%	4	-1%	4%	-2%
- COc1ccc(N2C(=O)CC(NCCNc3ccc([N+](=O)[O-])cn3)C2=O)cc1 (stereo not given)
 : 12%	-5%	-0.5	-11%	9%	3	-10%	-7%	-7%
- CCOC(=O)CSc1nnc(SCCN2C(=O)c3ccccc3C2=O)s1
 : 33%[activator]	i	0.9	-2%	-25%	?	-17%	3%	22%
- Cc1ccc(S(=O)(=O)C2(C(=O)NC3CCCCC3)CC2)cc1
 : 6%	-23%	-0.2	-7%	11%	-14	-7%	-2%	-2%
- CCC(Sc1nc2ccccc2c(=O)n1CCN1CCOCC1)C(=O)NCc1cccnc1 (stereo not given)
 : 0%	i	-3.6	4%	7%	/	-7%	-5%	-20%
- CC1CCCC(C)N1C(=O)CNCc1ccc2c(c1)OCO2 (stereo not given)
 : -5%	-5%	0.8	8%	3%	1	-3%	7%	-3%
- O=c1/c(=C\c2ccc3c(c2)OCO3)sc2n1CCCN=2
 : 1%	-70%[inhibitor][57.5 µM]	-2.6	-6%	-2%	0	-6%	0%	6%
- O=C(Nc1ccc([N+](=O)[O-])cc1)Nc1ccc2c(c1)OCCO2
 : -21%	-18%	-3.7	2%	0%	-1	-8%	-11%	5%
- COc1cc2cc(CCOC(=O)CCCC(=O)O)oc(=O)c2cc1OC
 : 28%	14%	-1.7	-3%	-14%	3	4%	5%	?
- Cc1ccsc1/C=N/NC(=O)CNC(=O)c1cccc([N+](=O)[O-])c1C
 : -3%	i	0.2	2%	-10%	2	-1%	-6%	-13%

# Not all compounds are listed (hit frequency here may not be typical).
